# Screening results from PubChem.
# ATXN2 expr inh: inhibitors of ATXN2 expression; Potency, µM (doses to about 57 µM), for the others: at the top dose activity change, negative = inhibition, hits mostly inhibitors; HEK-293 ATXN2-luciferase reporter, luminescence, 24 h; AID 1745845; 360,000 compounds, 0.72% hits; also: nearly all actives have a fitted effect of over 55% in size
#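 ATXN2-luciferase reporter cells (luciferase flanked by upstream and downstream ATXN2 gene portions) were treated 24 h at 37 °C with compounds at up to 57 uM. SteadyGlo luminescence gave expression; GF-AFC fluorescence gave viability.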
# KB-V1 cytotox: kills drug-selected multidrug resistant KB-V1 cells | KB-V1 MDR cells viability, CellTiter-Glo, 72 h | AID 1347076 | Potency, µM (titrated, usually from 46.1 µM), for the others: at the top dose activity change, negative = cytotoxicity, usual class: cytotoxic | 400,000 compounds, 3.4% hits; also: nearly all actives have a fitted effect of over 60% in size
#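 Readout: CellTiter-Glo luminescence, 10 min after addition. Cells: KB-V1 MDR subline, 72 h at 37 degrees C with compound. Analysis: corrected, normalized data fitted to concentration-effect curves.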
# KB-3-1 cytotox: KB-3-1 parental cell cytotoxicity. KB-3-1 viability, CellTiter-Glo ATP luminescence, 72 h. Potency, µM (highest dose often 46.1 µM), for inactives: at the highest dose activity change, negative = cytotoxic, actives largely listed as cytotoxic. 400,000 compounds, 1.4% hits; also: nearly all actives have a fitted effect of over 60% in size
#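 Here the drug-naive KB-3-1 line serves as comparator for MDR sub-line selectivity; cells received compound titrations, 72 h at 37 °C, then CellTiter-Glo readout.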
# Numbers without * were called inactive; ? = inconclusive. Calls follow the shape of the dose curve; as a rule, active = well fitted curve in the direction sought with a large enough effect; inconclusive = small, poorly fitted or top-dose-only effect, or another doubt; inactive = no such curve, though single readings can be large; an effect the other way counts as inactive or inconclusive. % is scaled to controls: 0 for no effect and ±100 for the full control effect; potency is read from the fitted curve at half-maximal effect. Only part of the results is shown (hit frequency here may not be typical).
SMILES,ATXN2 expr inh,KB-V1 cytotox,KB-3-1 cytotox
Cc1cc(C)n(-c2nc3ccccc3nc2Nc2cccc(C(=O)NCCc3ccccc3)c2)n1,14%,?,-2%
CCc1ccc(-n2c(=O)c3c4c(sc3n(CC(=O)NCCCOC)c2=O)CCC4)cc1,7%,10%,-1%
COc1ccc(N(C(=O)COc2ccccc2OC)S(=O)(=O)c2ccc(Cl)cc2)cc1,0%,-5%,-4%
COc1cc2c(=O)c(S(=O)(=O)c3ccc(F)cc3)cn(Cc3ccc(Cl)cc3)c2cc1OC,-10%,?,-1%
OCCN1CCN(c2ncnc3c2cnn3-c2cccc(Cl)c2)CC1,6%,16%,-4%
O=C(Cn1ncc2c([nH]c3ccccc32)c1=O)Nc1cccc(C(F)(F)F)c1,17%,16%,0%
Cc1ccccc1NC(=O)c1c(NC(=O)c2ccccc2)sc2c1CCC2,15%,-6%,-17%
CCc1cnc2c(c1SCC(=O)Nc1ccc(C(=O)OC)cc1)c(=O)n(C)c(=O)n2C,1%,20%,-13%
CCCC(=O)Nc1cc(-c2nc3cccnc3s2)ccc1C,21%,-11%,2%
COc1ccc(S(=O)(=O)NCCc2csc(-c3cccc(F)c3)n2)cc1OC,-24%,11%,-11%
Cc1ccccc1C1CC(=O)Nc2ccc3ccccc3c21 (stereo not given),-21%,?,?
CCOC(=O)c1c(C)oc2nc(C)nc(NCCCN3CCN(c4cccc(C)c4)C(C)C3)c12 (stereo not given),-8%,-7%,-1%
COc1ccc(N2CCN(C(=O)c3ccc(-c4nc(COc5ccccc5)c(C)o4)cc3)CC2)cc1,-10%,3%,4%
Cc1ccc(C)c(N2CCN(C(=O)Cn3ncc4c(=O)oc5ccccc5c43)CC2)c1,-1%,9%,0%
O=C(CSc1nc(=O)n(Cc2ccccn2)c2c1CCC2)Nc1cccc(Cl)c1,?,-5%,2%
CCCOc1ccc(-c2nn(-c3ccccc3)cc2C2NC(=O)NC(C)=C2C(=O)OC)cc1C (stereo not given),22%,7%,-1%
Cc1ccc(N(CC(=O)Nc2ccc(OC(F)(F)F)cc2)S(=O)(=O)c2c(C)noc2C)cc1,-1%,4%,2%
CC1CCCN(C(=O)c2cc3c(=O)n(C)c4ccccc4c3s2)C1 (stereo not given),8%,2%,15%
O=C(CSc1oc(-c2ccccc2)nc1S(=O)(=O)c1ccccc1)c1ccccc1,-10%,-14%,7%
CCOc1ccc(C2CC(=O)Nc3c2c(=O)[nH]c2ncnn32)cc1 (stereo not given),10%,3%,3%
COc1cccc(CSc2nc3n(n2)C(c2cccs2)C(C(=O)Nc2ccccc2C)=C(C)N3)c1 (stereo not given),1%,21%,-5%
CCCSC1=NC2(CCN(C(=O)NC3CCCCC3)CC2)N=C1c1ccc(OC)cc1,?,-2%,-4%
CCC1CCCCN1CCCNC(=O)c1cc2c(=O)n(CC)c3ccccc3c2s1 (stereo not given),-8%,12%,?
COc1ccc(-c2ccc(CCC(=O)O)n2-c2ccccc2C(F)(F)F)cc1,-24%,-17%,18µM*
O=c1c2c3c(sc2n(Cc2ccc(F)cc2Cl)c(=O)n1-c1ccc(Cl)cc1)CCC3,8%,2%,-12%
CCOc1ccc(NC(=O)C(C)Sc2nc3ncccc3o2)cc1 (stereo not given),36%,7%,-1%
CC(=O)c1ccc(NC(=O)CCc2c(C)nc3c(c2C)c(=O)n(C)c(=O)n3C)cc1,7%,15%,10%
CCn1c(=O)n(-c2ccc(F)c(Cl)c2)c(=O)c2sc3ccccc3c21,6%,?,-9%
Cc1ccc2oc3c(c(=O)c2c1)C(c1cccc(O)c1)N(Cc1ccccc1Cl)C3=O (stereo not given),8%,-2%,0%
COc1ccc2c(Sc3ccc(C)cc3)c(C(=O)NC(C)C)[nH]c2c1,7%,-25%,21%
COCCCNC(=O)CCCn1c(SCC(=O)c2ccc(F)cc2)nc2c(sc3ccccc32)c1=O,13%,-10%,1%
CCOCCc1nnc(NC(=O)C(=O)c2cc(C)n(-c3cccc(C)c3)c2C)s1,7%,-2%,3%
CCOC(=O)c1c(C)n(-c2ccccc2)c2ccc(OC(=O)c3ccccc3NC(=O)C(C)C)cc12,?,?,-20%
CCC(CC)c1nn2c(=O)cc(COc3ccc(NC(=O)c4ccc(C)cc4)cc3)nc2s1,19%,9%,26%
COc1cc(Cl)c(NC(=O)CCS(=O)(=O)c2ccc3c(c2)NC(=O)CO3)c(OC)c1,14%,?,4%
COC(=O)c1ccc(NC(=O)CSc2nc3cc4ccccc4cc3[nH]2)cc1,-13%,0%,0%
CCOc1ccc(-c2cccc(NS(=O)(=O)c3ccc(C)s3)c2)nn1,-8%,-1%,0%
Cc1cccc(NC(=O)CSc2nc3ccccc3nc2N2CCOCC2)c1C,7%,0%,8%
CN(C(=O)CSc1nc2ccc(NC(=O)c3cccs3)cc2s1)c1ccccc1,?,?,-10%
CCOC(=O)c1ccc(NC(=O)c2cn(-c3ccccc3)nc2-c2ccc(C)cc2)cc1,10%,1%,-22%

# Three of the compounds above, with two lines to a compound.
# Each structure is followed by: ATXN2 expr inh, KB-V1 cytotox, KB-3-1 cytotox
- O=c1c2c3c(sc2n(Cc2ccc(F)cc2Cl)c(=O)n1-c1ccc(Cl)cc1)CCC3
  8%, 2%, -12%
- CCOc1ccc(NC(=O)C(C)Sc2nc3ncccc3o2)cc1 (stereo not given)
  36%, 7%, -1%
- CC(=O)c1ccc(NC(=O)CCc2c(C)nc3c(c2C)c(=O)n(C)c(=O)n3C)cc1
  7%, 15%, 10%

# Later entries
SMILES,ATXN2 expr inh,KB-V1 cytotox,KB-3-1 cytotox
Cc1nn2c(=O)cc(COC(=O)c3ccc(F)cc3)nc2s1,14%,12%,11%
COc1ccc(Cn2ccc3nc(C)c(C(=O)Nc4cc(C)cc(C)c4)cc3c2=O)cc1,3%,16%,7%
Cc1ccc(NC(=O)[C@H](Cc2ccccc2)N2Cc3ccccc3C2=O)cc1F,14%,0%,11%
CCOC(=O)c1c(C)oc2nc(C)nc(NCCc3ccc(OCC)c(OCC)c3)c12,1%,0%,-21%
Cc1ccccc1NC(=O)c1ccc(N(Cc2ccccc2)S(C)(=O)=O)cc1,?,?,-27%
CCCOc1ccccc1Cn1c(=O)sc2ccccc21,-5%,-6%,-10%
Cc1ccc(S(=O)(=O)N2CCN(Cc3ccccc3Cl)CC2)cc1,-5%,?,?
Cc1cc(C(=O)NCc2ccccc2)c2c(C)nn(-c3cccc(Cl)c3C)c2n1,4%,0%,9%
CN(C1CCCCC1)S(=O)(=O)c1ccc2c(c1)c(=O)c(C(=O)N1CCN(c3ccccc3F)CC1)cn2C,2%,0%,0%
CCOC(=O)c1c(S(=O)(=O)N2CCC(C(=O)N3CCN(c4cccc(C)c4C)CC3)CC2)c(C)n(C)c1C,?,-1%,1%
Fc1ccc(NCc2nc3ccccc3n2CCOc2ccccc2Cl)cc1,4%,?,-19%
Cc1ccc(Cl)cc1NC(=O)CSc1nccn1C,-4%,-6%,-7%
Cc1cccc(NC(=O)Nc2nnc(N(C)C3CCCCC3)s2)c1C,-4%,6%,1%
Oc1ccc(-c2nc3ccccn3c2Nc2ccc3c(c2)OCCO3)cc1,12%,3%,0%
COc1ccccc1C(=O)Nc1ccccc1C(=O)OCc1cc(=O)n2ccsc2n1,3%,24%,8%
Cc1ccc(NC(=O)Cn2ncc3c4ccccc4n(Cc4ccccc4)c3c2=O)cc1Cl,4%,11%,-4%
Cc1cc(-n2c(C)nc3ccccc3c2=O)ccc1NC(=O)c1ccc(C)c([N+](=O)[O-])c1,-2%,-6%,-20%
COc1cc2nc(Nc3cccc(C)c3)nc(N)c2cc1OC,-4%,11%,9%
CSc1ccc(CCNC(=O)c2cc(C)nc3c2c(C)nn3-c2ccccc2)cc1,7%,-2%,12%
Cc1noc(NS(=O)(=O)c2ccc(NC(=O)COc3ccccc3Br)cc2)c1C,7%,2%,-5%

# Entries listed so far that have a CF3 group (3):
SMILES,ATXN2 expr inh,KB-V1 cytotox,KB-3-1 cytotox
O=C(Cn1ncc2c([nH]c3ccccc32)c1=O)Nc1cccc(C(F)(F)F)c1,17%,16%,0%
Cc1ccc(N(CC(=O)Nc2ccc(OC(F)(F)F)cc2)S(=O)(=O)c2c(C)noc2C)cc1,-1%,4%,2%
COc1ccc(-c2ccc(CCC(=O)O)n2-c2ccccc2C(F)(F)F)cc1,-24%,-17%,18µM*

# Compound profiles (already shown).
# COc1cc2nc(Nc3cccc(C)c3)nc(N)c2cc1OC in the list: ATXN2 expr inh: -4%; KB-V1 cytotox: 11%; KB-3-1 cytotox: 9%
# CSc1ccc(CCNC(=O)c2cc(C)nc3c2c(C)nn3-c2ccccc2)cc1 in the list: ATXN2 expr inh: 7%; KB-V1 cytotox: -2%; KB-3-1 cytotox: 12%
# Cc1ccc(NC(=O)[C@H](Cc2ccccc2)N2Cc3ccccc3C2=O)cc1F in the list: ATXN2 expr inh: 14%; KB-V1 cytotox: 0%; KB-3-1 cytotox: 11%

# (list continues)
SMILES,ATXN2 expr inh,KB-V1 cytotox,KB-3-1 cytotox
COc1ccc(-c2nc3nc(C)cc(C)n3c2Nc2c(C)cccc2C)cc1,?,?,-14%
CCn1cc(C(=O)NCCOC)c(=O)c2cc(S(=O)(=O)N3CCOCC3)ccc21,-1%,27%,-9%
CSCC[C@@H](C(=O)Nc1cccc(F)c1)N1Cc2ccccc2C1=O,0%,13%,22%
Cc1cccn2c(=O)c(C(=O)N3CCN(c4ccccc4F)CC3)cnc12,12%,-26%,0%
COc1ccc(-c2oc3ncn4nc(COc5ccccc5C)nc4c3c2-c2ccc(OC)cc2)cc1,-2%,26%,17%
COc1ccc(NC(=O)N2CCC(n3c(C)nc4cccnc43)CC2)cc1OC,8%,28%,2%
Cc1ccc(NS(=O)(=O)c2cn(C)c(C)n2)c(Br)c1,0%,16%,16%
Cc1c(Cl)cccc1NC(=O)CSc1nc(=O)n(Cc2ccco2)c2c1CCC2,-36%,?,-11%
Cc1ccc(CCNC(=O)CCCn2nc(C)c3c(C)n(-c4ccccc4)nc3c2=O)cc1,-5%,5%,0%
CC(=O)c1ccc(NC(=O)Cn2nc(N3CCN(c4ccccc4)CC3)ccc2=O)cc1,-8%,-8%,15%
CCn1cc2nc(SCC(=O)Nc3ccc(C)cc3)n(Cc3ccc(C)cc3)c(=O)c2n1,-18%,-15%,-11%
COc1ccc(OC)c(NC(=O)N2CCC(CN3CCCCC3)CC2)c1,-1%,-8%,-1%
CCc1nn(CC(=O)NCc2ccccc2)c(=O)c2cccn12,13%,1%,8%
Cc1ccc(-n2ncc(C(=O)NCCN3CCc4ccccc4C3)c2C2CCN(C(=O)OC(C)(C)C)CC2)c(C)c1,?,-3%,-4%
CCOC(=O)c1cc(OC(=O)c2cccc(C)c2)n(-c2ccccc2)n1,3%,0%,-4%
Cc1cc(C)cc(-n2c(SCC(N)=O)nc3c([nH]c4ccccc43)c2=O)c1,-9%,12%,-3%
COc1ccc(N2CCN(C(=O)c3cc4c(=O)n(Cc5cccnc5)ccc4nc3C)CC2)cc1,-22%,12%,2%
COc1cc(NC(=O)c2cc(-c3cccs3)on2)c(OC)cc1Cl,12%,11%,5%
Cc1ccc2nc(CN3CCN(C(=O)Nc4ccc(F)cc4)CC3)oc2c1,-12%,?,-8%
Cc1cccc(OCC(=O)Nc2ccccc2C(=O)OCc2cc(=O)n3nc(C4CC4)sc3n2)c1,5%,0%,4%
COc1cc(Cl)c(C)cc1NC(=O)Cn1cnc2sc(C)c(S(=O)(=O)N3CCCCC3)c2c1=O,-25%,-2%,-16%
Cn1ncc2c(NCc3cccc(Cl)c3)ncnc21,-32%,?,-6%
COc1ccc(Cl)cc1C(=O)Nc1c2c(nn1-c1ccc(Cl)cc1)CS(=O)(=O)C2,3%,?,6%
CCC1Oc2ccc(C)cc2N(CC(=O)NCc2ccc(F)cc2)C1=O (stereo not given),-22%,1%,-1%
CCC(=O)Nc1cc(C)c(O)c(-c2nc3ncccc3o2)c1,2%,-1%,3%
O=C(COc1ccc(Cl)cc1)Nc1nnc2n1CCS2,-3%,?,?
CCOc1cc(CNC(=O)C2COc3ccccc3C2)cc(OCC)c1OCC (stereo not given),-4%,5%,3%
CCc1cccc(NC(=O)Cn2c(=O)ccc3cc(S(=O)(=O)N4CCC(C)CC4)ccc32)c1,-4%,0%,-4%
CC1CCN(S(=O)(=O)c2nnc(NC(=O)c3ccc(C(C)C)cc3)s2)CC1,1%,3%,-13%
Cc1ccc(C)c(NC(=O)Cc2coc3cc(C)cc(C)c23)c1,13%,1%,-3%
CCn1cc(C(=O)N(C)Cc2ccccc2)c(=O)c2cc(S(=O)(=O)N3CCCCC3)ccc21,-9%,6%,-4%
COc1cc(OC)c(NC(=O)c2cc(C)nc3c2c(C)nn3-c2ccc(C)cc2)cc1Cl,27%,3%,0%
COC(=O)c1ccc(Cn2c(SCC(=O)N(C)c3ccccc3)nc3ccccc32)cc1,?,4%,-4%
COc1ccc(CSc2nc3ccncc3n2CC(=O)Nc2ccc(C)c(F)c2)cc1,-3%,21%,16%
COc1ccc(Cl)cc1NC(=O)c1nn(-c2ccc(C)cc2)c(=O)n(C)c1=O,1%,28%,4%
